# SSB-PriA inh = blocks PriA binding to SSB C-terminal tail; AlphaScreen SSBct-PriA binding, biotinylated peptide; inhibition, % at 33 µM; hit rate 0.6% among 430,000; in the data active = inhibition mostly above about 37%, no sharp cut-off; inactive = mostly below about 20%;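 also: plate controls were negative control peptide for no effect and reference peptide for full effect; strong numbers were not always called active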
# Numbers without * were called inactive; & = joins results of further samples. A portion of the library; rates above refer to the full screens.
COc1c(C)cc(S(=O)(=O)Nc2ccc3c(c2)C(=O)NCCO3)cc1C
  SSB-PriA inh: -6

O=C(CC=NOCc1ccc(Cl)cc1)c1cnc(-c2ccccc2)s1
  SSB-PriA inh: 4

O=[N+]([O-])c1cc(S(=O)(=O)Nc2ccc(O)c(Sc3nc4ccccc4s3)c2)ccc1Cl
  SSB-PriA inh: 29

COc1cc(C=Nn2nnnc2N)cc(Cl)c1OC
  SSB-PriA inh: -7

O=C(CSc1nc2sc3c(c2c(=O)n1-c1ccccc1)CCCC3)NN=Cc1ccccc1C(=O)O
  SSB-PriA inh: 1

CC(=NNC(=O)c1ccc(Cl)cc1)c1ccc2[nH]ccc2c1
  SSB-PriA inh: -10

O=C(NN=Cc1ccc(OC(=O)c2cccs2)cc1)c1ccc(F)cc1
  SSB-PriA inh: -13

COC(=O)N1CCc2ccc(NS(=O)(=O)Cc3ccccc3Cl)cc2C1
  SSB-PriA inh: -8

COCCn1cc(NC(=O)NCCNC(C)=O)c2ccccc21
  SSB-PriA inh: 1

O=C(NCc1ccc(C(O)c2cccs2)s1)c1ccoc1 (configuration not stated)
  SSB-PriA inh: -2

Cc1oncc1C(=O)NC(C)Cc1ccoc1 (configuration not stated)
  SSB-PriA inh: 2

Cc1cccc(S(=O)(=O)N=C2C=C(C(C)(C)C)C(=O)C(C(C)(C)C)=C2)c1
  SSB-PriA inh: -6

COC(=O)c1ccc(C(=O)Nc2cc(-c3ccccc3)sc2C(=O)OC)cc1
  SSB-PriA inh: -16

Cc1ccc2c(=O)c(C(=O)c3cccc(Cl)c3)cn(CC(=O)Nc3ccccc3C(F)(F)F)c2n1
  SSB-PriA inh: -23

O=C(NCCC1=CCCCC1)C(=O)NCC[C@H]1CCCCN1S(=O)(=O)c1cccs1
  SSB-PriA inh: -5

O=C(CC1NCCNC1=O)Nc1ccccc1[N+](=O)[O-] (configuration not stated)
  SSB-PriA inh: -18

CC(C)=NNC(=O)COc1ccccc1C
  SSB-PriA inh: 1

O=C(Nc1nnc(-c2cc(Cl)ccc2Cl)o1)c1cc(-c2cccs2)nc2ccccc12
  SSB-PriA inh: -9

NC(=O)C1CCN(C(=O)c2ccc3c(=O)n(Cc4ccccc4Cl)c(=S)[nH]c3c2)CC1
  SSB-PriA inh: -4

O=C(CC(C(=O)O)N1CCCCC1)Nc1ccc(NC(=O)CC(C(=O)O)N2CCCCC2)cc1 (configuration not stated)
  SSB-PriA inh: 2

O=C(NCCCn1ccnc1-c1ccccc1)C(=O)NCc1cccs1
  SSB-PriA inh: -11

O=C(COc1ccc(Cl)cc1)Nc1nnc(SCC(=O)NC2CCCC2)s1
  SSB-PriA inh: -15

CC(C)c1nnc(SCC(=O)NCC2CCCO2)c2c1cnn2-c1ccc(F)cc1 (configuration not stated)
  SSB-PriA inh: -4

O=C(NCCCn1ncccc1=O)c1cc(-c2ccc(F)cc2)n[nH]1
  SSB-PriA inh: -5

CC(NC(=O)C(=O)NCCN1CCN(c2ccc(F)cc2)CC1)c1ccccc1 (configuration not stated)
  SSB-PriA inh: 0

O=S(=O)(NCCn1ccn2nccc12)C1CC1
  SSB-PriA inh: -1

O=C(NN=Cc1ccsc1)C1CC1
  SSB-PriA inh: -13

O=C(CSc1nc(CC(=O)NC2CC2)cc(=O)[nH]1)NCc1ccco1
  SSB-PriA inh: -15

O=C(Cn1nc2c(SC3CCCCC3)nccn2c1=O)N1CCN(c2ccc(F)cc2)CC1
  SSB-PriA inh: 1

CS(=O)(=O)N1N=C(c2ccc3c(c2)OCO3)CC1/C=C/c1ccccc1 (configuration not stated)
  SSB-PriA inh: -7

COc1cc(C=NN=Cc2c[nH]c(=O)c(C#N)c2Nc2ccccc2)ccc1O
  SSB-PriA inh: 4

Cc1ccc(=O)n([C@@H](C)C(=O)N2CCN(c3ccccc3)CC2)n1
  SSB-PriA inh: 0

CCOC(=O)c1sc(NC(=O)c2cccc([N+](=O)[O-])c2)nc1C
  SSB-PriA inh: -7

COc1ccccc1N1CCN(C(=O)Cn2cnc3c(sc4cccc(F)c43)c2=O)CC1
  SSB-PriA inh: -18

COc1ccc(CC(=O)NN=Cc2cc([N+](=O)[O-])cc(Br)c2O)cc1
  SSB-PriA inh: -9

COc1cccc(NC(=O)CSc2ccnc3c2c(=O)n(C)c(=O)n3C)c1
  SSB-PriA inh: 1

CCOc1ccc(C(C)C)cc1S(=O)(=O)NCCn1ncccc1=O
  SSB-PriA inh: -18

CC(=O)NCCNc1cc(Nc2ccccn2)nc(C)n1
  SSB-PriA inh: -7

CSc1ccccc1NC(=O)CCCn1nc(-c2ccc(C)cc2)ccc1=O
  SSB-PriA inh: 9

COc1ccccc1C1(CNC(=O)c2ccc(S(=O)(=O)N(C)C)cc2)CCOCC1
  SSB-PriA inh: -4

CN(CC#CCNC(=O)NC1CCCCC1)Cc1ccccc1
  SSB-PriA inh: 7

Cn1nc(CN(Cc2ccco2)C(=O)Cc2noc3ccccc23)c2c1CCC2
  SSB-PriA inh: -6

O=C(CN(c1ccc(F)cc1)S(=O)(=O)c1cccnc1)N1CCN(c2ccccc2)CC1
  SSB-PriA inh: -7&10

COc1ccc(-c2cc(-c3ccc(C)c(C)c3)nc3sc(C(=O)Nc4nsc(-c5ccc(Cl)cc5)n4)c(N)c23)cc1
  SSB-PriA inh: -8

O=C1NCCOc2ccc(NS(=O)(=O)c3ccc(Cl)cc3)cc21
  SSB-PriA inh: 2

CCCN(CCC)Cc1c(C(=O)NN=CCCc2ccccc2)nnn1-c1nonc1N
  SSB-PriA inh: -15

NC(=S)NN=Cc1c(O)c(Br)cc2oc3c(c12)CCCC3
  SSB-PriA inh: -9

Cc1ccc(NCC(O)COc2cc(C)ccc2C(C)C)cc1 (configuration not stated)
  SSB-PriA inh: 19

S=C(NN=Cc1ccc2ncccc2c1)Nc1ccccc1
  SSB-PriA inh: 0

O=C(NCC1CCN(C(=O)c2ccoc2)CC1)c1ccccc1C(F)(F)F
  SSB-PriA inh: -4

O=C(NCCCn1cccn1)c1cn(C[C@H](O)c2ccccc2F)nn1
  SSB-PriA inh: -10

O=C(NCc1cccc(Oc2ccccn2)c1)C1c2ccccc2Oc2ccccc21
  SSB-PriA inh: -4

O=C(/C=C/c1ccc(-c2ccc(Cl)cc2)o1)N1CCCCC1
  SSB-PriA inh: -8

O=[N+]([O-])c1ccccc1S(=O)(=O)NCCOc1ccc2c(c1)OCO2
  SSB-PriA inh: 22

COc1cc(/C=C/C(=O)Nc2nnc(Cc3ccc(SC)cc3)o2)cc(OC)c1OC
  SSB-PriA inh: 9

COC(=O)c1ccc(C(=O)NC[C@](C)(O)c2cc3ccccc3s2)cc1
  SSB-PriA inh: -4

O=C(Nc1cccnc1)C(N=Nc1cccnc1)=C(O)c1ccccc1
  SSB-PriA inh: -2

Cc1ccccc1Cn1nc2n(Cc3ccccc3)c(=O)c3ccc(C(=O)NCC(C)C)cc3n2c1=O
  SSB-PriA inh: -13

Cc1ccc(S(=O)(=O)Nc2ccccc2C(=O)Nc2nc3c(C)cc(Cl)cc3s2)cc1
  SSB-PriA inh: 4

CCOc1ccc(-c2nc(SCC(=O)NCc3ccco3)c(-c3ccc(OC)c(OC)c3)[nH]2)cc1
  SSB-PriA inh: -9

Cc1cc(C)n(CCN2CCCN(C(=O)COc3ccc(Cl)cc3)CC2)n1
  SSB-PriA inh: -3

O=C(Cn1cnc2ccccc2c1=O)NCC#CCOc1cccc(C(F)(F)F)c1
  SSB-PriA inh: -8

COc1ccccc1CNC(=O)CSc1ccc(NC(=O)c2ccco2)nn1
  SSB-PriA inh: -15

COCCN1CCCc2ccc(NS(=O)(=O)c3ccc(F)c(C)c3)cc21
  SSB-PriA inh: 15

CC(C)c1ccc(CC(=O)N2CCNC(=O)C2(C)C)cc1
  SSB-PriA inh: -2

CCOc1ccc(C2C(=C(O)c3ccc(OC)c(OC)c3)C(=O)C(=O)N2c2cc(C)on2)cc1OC (configuration not stated)
  SSB-PriA inh: -6

CC(=NNc1nc(N2CCCCCC2)nc(N2CCCCCC2)n1)c1ccccc1
  SSB-PriA inh: -6

CCOC(=O)c1ccc(NC(=O)Cc2cc(=O)oc3cc(OC)ccc23)cc1
  SSB-PriA inh: 3

Cc1ccc(NC(=O)c2ccccc2NC(=O)c2cc(=O)c3ccccc3o2)c(C(=O)c2ccccc2)c1
  SSB-PriA inh: -6&-5

CCOC(=O)c1ccc(-c2ccc(C=NNC(=O)CN(c3ccccc3Br)S(C)(=O)=O)o2)cc1
  SSB-PriA inh: -3

COc1cc(C=NNC(=O)CNC(=O)C(c2ccccc2)c2ccccc2)ccc1O
  SSB-PriA inh: -15

O=C(NCCN1CCN(c2ccc(Cl)cc2)CC1)C1(c2ccccc2)CCOCC1
  SSB-PriA inh: -4

O=C(NN=Cc1cc([N+](=O)[O-])cc([N+](=O)[O-])c1O)C(O)(c1ccccc1)c1ccccc1
  SSB-PriA inh: 9

CC1Oc2ccccc2OC1C(=O)NC1CCCC(O)C1 (configuration not stated)
  SSB-PriA inh: -2

Cc1ccc(S(=O)(=O)N2CCCC2C(=O)N(Cc2cccnc2)c2nc3ccc(C)cc3s2)cc1 (configuration not stated)
  SSB-PriA inh: 5

CCCS(=O)(=O)N1CCCc2ccc(NS(=O)(=O)c3ccc(OC)c(F)c3)cc21
  SSB-PriA inh: 4

CC(C)(C)C1CCc2c(sc3nc(CCC(=O)N4CCN(C5CCCCC5)CC4)[nH]c(=O)c23)C1 (configuration not stated)
  SSB-PriA inh: -17

O=C(C[C@@H]1C/C=C/C[C@H](NC(=O)OCC2c3ccccc3-c3ccccc32)C(=O)OC[C@H]2CCCN2C1=O)NCCO
  SSB-PriA inh: -4

CC(C)(C)OC(=O)N1CCC(S(=O)(=O)c2ccccc2)CC1
  SSB-PriA inh: 1

O=S(=O)(c1cc(Br)c(O)c(Br)c1)c1cc(Br)c(O)c(Br)c1
  SSB-PriA inh: -5

COc1cccc(C(=O)Nc2ccc3c(c2)N(C)C(=O)C(C)(C)CO3)c1OC
  SSB-PriA inh: 25

CCOC(=O)c1ccccc1NC(=O)CSc1nnc2[nH]c(=O)c(C)c(C)n12
  SSB-PriA inh: -6

COc1ccc(-c2[nH]ncc2C=NNC(=O)c2cc(Br)ccc2O)c(OC)c1
  SSB-PriA inh: -1

O=C(NCc1cc(-c2ccccc2F)on1)c1ccc(=O)[nH]n1
  SSB-PriA inh: 3

Cc1ccsc1C=Nn1c(-c2ccco2)n[nH]c1=S
  SSB-PriA inh: -12

Cc1cc(-c2nnc(NC(=O)CS(=O)(=O)c3ccc(Cl)cc3)o2)n(C)n1
  SSB-PriA inh: -8&2

O=C(O)CCc1ccc(Cl)c(F)c1
  SSB-PriA inh: -10

O=C(NC1CC1)C1CCCN(c2ccc(-c3ccc(F)cc3)nn2)C1 (configuration not stated)
  SSB-PriA inh: -6

O=C(NCc1cccc(I)c1)N1CCOCC1
  SSB-PriA inh: 2

CN(C)CCN(C(=O)COc1ccc(Cl)cc1)C1CCOCC1
  SSB-PriA inh: -12

COC(=O)CS[C@H]1CCN(C(=O)CCc2c(OC)ccc3ccccc23)C1
  SSB-PriA inh: -5

COC(=O)c1ccc(C(=O)Nc2nc3c(OC)ccc(Cl)c3s2)cc1
  SSB-PriA inh: -2

CC(=O)c1sc(=Nc2ccccc2)n(N2CCOCC2)c1C
  SSB-PriA inh: 12

O=C(Nc1nnc(-c2cc(Cl)ccc2Cl)o1)c1ccccc1F
  SSB-PriA inh: -17

CCOc1ccc(NC(=O)NCCNC(=O)c2ccc(NC(=O)C3CCCC3)cc2)cc1
  SSB-PriA inh: -6

CSc1cccc2sc(NC(=O)[C@@H]3CCCN3S(C)(=O)=O)nc12
  SSB-PriA inh: 8

O=C(Cc1cccs1)OCc1cc(-c2cc3ccccc3o2)on1
  SSB-PriA inh: -4

Cn1c(=O)oc2ccc(S(=O)(=O)NCCn3ccc(-c4ccccn4)n3)cc21
  SSB-PriA inh: -2

O=C(Nc1ccc(N=Nc2ccccc2)cc1)c1cc(Cl)sc1Cl
  SSB-PriA inh: 13

O=C(Nc1ccc2c(c1)C(=O)NCCO2)c1ccc2ccccc2c1
  SSB-PriA inh: -8

COc1ccccc1C1(CNC(=O)Cc2c(C)noc2C)CCOCC1
  SSB-PriA inh: -4

COc1ccc2nc(-n3nc(C)cc3NC(=O)c3ccc(N(C)C)cc3)sc2c1
  SSB-PriA inh: 7

CC(C)(C)c1ccc(C(=O)Nc2ccc3c(c2)CN(S(=O)(=O)c2ccccc2)CC3)cc1
  SSB-PriA inh: 11

COc1ccc(N2CCN(S(=O)(=O)c3cccc(OC)c3)CC2)cc1
  SSB-PriA inh: -12

O=C(NCCCc1ccccc1)NCCCN1CCN(c2ccccc2)CC1
  SSB-PriA inh: 7

CCc1ccc(NC(=O)Cn2ncc3c(c2=O)N(C2CC2)C(=O)CS3)cc1
  SSB-PriA inh: -6

CCOc1cc(C=NNC(=O)CN(CCc2ccccc2)S(=O)(=O)c2ccc(NC(C)=O)cc2)ccc1O
  SSB-PriA inh: -1

COC1(CNC(=O)C(=O)Nc2ccc3c(c2)OCO3)CCSC1 (configuration not stated)
  SSB-PriA inh: 5

C[C@H]1CCc2sc(NC(=O)c3cccs3)c(C(N)=O)c2C1
  SSB-PriA inh: -5

O=S(=O)(c1ccc(Cl)cc1)N1CCN(CC(O)COc2ccc3ccccc3c2)CC1 (configuration not stated)
  SSB-PriA inh: -4

COc1ccccc1OCCCC(=O)Nc1ccccc1C(C)C
  SSB-PriA inh: -15

Cc1nc2c(sc3ccccc32)c(=O)n1CC(=O)Nc1ccccc1C(F)(F)F
  SSB-PriA inh: -5

O=C(Nc1cccc(N2CCCCC2=O)c1)c1ccc(-c2ccccc2)cc1
  SSB-PriA inh: -6&7

O=C(NCc1ccc2c(c1)OCO2)c1ncc(-c2ccccc2)o1
  SSB-PriA inh: 7

CC(=NN1CCCCC1)c1c(O)[nH]c(=O)[nH]c1=O
  SSB-PriA inh: -1

COc1ccccc1-c1nnc(SCC(=O)Nc2ccccc2C(F)(F)F)n1-n1cccc1
  SSB-PriA inh: 17

O=C(COc1ccc(F)cc1)NCCS(=O)(=O)N1CCN(c2cccc(Cl)c2)CC1
  SSB-PriA inh: 5

CC(C)c1cccc2sc(N(Cc3cccnc3)C(=O)c3ccn(C)n3)nc12
  SSB-PriA inh: 2

O=C(NN=Cc1ccc(Cl)cc1Cl)c1n[nH]c2c1CCCC2
  SSB-PriA inh: 5

COc1cc(C=NNC(=O)CNC(=O)c2cccc([N+](=O)[O-])c2)ccc1O
  SSB-PriA inh: -1

# Compound activity as filed in PubChem.
